TDP1 block = TDP1 (human) enzyme inhibition; Q9NUW8; hit rate 0.28% among 350,000; recombinant TDP1, AlphaScreen DNA substrate cleavage; Potency, µM (titrated, usually from 130 µM), for inactives: at the top dose activity change, negative = inhibition, most hits filed as inhibitors; also: nearly all actives have a fitted effect of over 40% in size
Target sequence (Q9NUW8 whole entry, looked up): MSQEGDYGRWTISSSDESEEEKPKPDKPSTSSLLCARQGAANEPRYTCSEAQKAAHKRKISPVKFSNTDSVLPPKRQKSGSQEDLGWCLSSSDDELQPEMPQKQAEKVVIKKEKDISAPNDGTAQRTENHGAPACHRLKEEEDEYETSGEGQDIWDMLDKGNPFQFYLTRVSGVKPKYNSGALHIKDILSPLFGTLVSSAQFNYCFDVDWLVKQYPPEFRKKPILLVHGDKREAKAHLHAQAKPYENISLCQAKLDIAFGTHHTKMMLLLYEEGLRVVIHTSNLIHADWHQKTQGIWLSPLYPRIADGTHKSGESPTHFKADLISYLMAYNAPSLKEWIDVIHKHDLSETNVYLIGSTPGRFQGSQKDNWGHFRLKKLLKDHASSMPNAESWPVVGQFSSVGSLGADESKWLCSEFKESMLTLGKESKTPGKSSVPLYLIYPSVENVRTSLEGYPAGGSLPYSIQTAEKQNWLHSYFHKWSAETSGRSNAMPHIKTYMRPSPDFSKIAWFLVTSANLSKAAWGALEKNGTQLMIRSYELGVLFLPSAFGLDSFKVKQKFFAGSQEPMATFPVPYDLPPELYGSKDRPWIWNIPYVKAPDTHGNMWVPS
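Here, a 5' biotin and 3' phosphotyrosine-FITC DNA oligonucleotide reports Tdp1 activity: intact substrate bridges AlphaScreen beads, while cleavage leaves a 3' phosphate and drops signal. All incubations at room temperature.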
DT40 TDP1 no CPT = qHTS for Inhibitors of human tyrosyl-DNA phosphodiesterase 1 (TDP1): qHTS in cells in absence of CPT. DT40 Tdp1-/- hTDP1 cells, no CPT, ATP luminescence, 48 h. Potency, µM (titrated, usually from 46.2 µM), for inactives: at the highest dose activity change, negative = growth inhibition, most hits filed as inhibitors. hit rate 15% among 420,000; also: nearly all actives have a fitted effect of over 55% in size
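Growth kinetics read by CellTiter-Glo luminescence after ≥48 hr at 37 °C. Cells: DT40 Tdp1-/- stably carrying human TDP1, 400 per well, compound exposure in the absence of CPT (DMSO vehicle).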
DT40 TDP1 CPT = growth inhibition of DT40 Tdp1-/-;hTDP1 cells with camptothecin (screen for TDP1 inhibitors) | Potency, µM (highest dose often 46.2 µM), without a hit: top-dose activity change, negative = growth inhibition, actives largely listed as inhibitors | hit rate 12% among 420,000 | chicken DT40 Tdp1-/-;hTDP1 cells + 20 nM CPT, ATP luminescence, 48 h; also: nearly all actives have a fitted effect of over 55% in size
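Chicken DT40 Tdp1-/- cells stably complemented with human TDP1 were seeded at 400 cells/well in medium containing 20 nM camptothecin, exposed to pin-transferred compounds, and grown at 37 °C for at least 48 hr. Viability was read as ATP luminescence.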
Starred values were filed as active, the others as inactive; u = inconclusive; x = not tested or not shown; [ ] = another dose, or the depositor's remark. Calls follow the shape of the dose curve; as a rule, active = well fitted curve in the direction sought with a large enough effect; inconclusive = small, poorly fitted or top-dose-only effect, or another doubt; inactive = no such curve, though single readings can be large; an effect the other way counts as inactive or inconclusive. % is scaled to controls: 0 for no effect and ±100 for the full control effect; potency is read from the fitted curve at half-maximal effect. Hits appear at their usual frequency. Share with any hit: about 18%.

Order of values: TDP1 block	DT40 TDP1 no CPT	DT40 TDP1 CPT
COc1ccc(OC)c(NC(=S)NCCCN2CCOCC2)c1
    -2.2%	-1.4%	18.7%
O=C(COc1cccc2cccnc12)N/N=C1\SCC(=O)N1Cc1ccccc1
    6.6%	u	-15.9%
O=C(OCC(=O)N1CCOCC1)c1ccccc1Br
    4.9%	1.0%	15.3%
CN(C)c1cc[n+](CC(=O)Nc2ccc(OC(F)F)cc2)cc1
    2.6%	14.6µM*	23.1µM*
Cc1ccc2oc(C(=O)N3CCC(O)(c4cccc(C(F)(F)F)c4)CC3)c(C)c2c1
    -0.2%	u	2.3%
O=C(N/C(=C/c1cccnc1)C(=O)N1CCOCC1)c1ccco1
    1.9%	1.7%	-0.6%
CCC(OC(=O)C(C)N1C(=O)C(=O)c2ccccc21)C(=O)Nc1ccccc1OC (stereo not drawn)
    1.8%	5.8µM*	4.61µM*
Cc1c(-n2c(-c3ccccc3)nc3ccccc3c2=O)c(=O)n(-c2ccccc2)n1C
    -6.2%	u	u
Cc1cc(O)c(C(c2ccccc2)N2CCN(c3ccccc3)CC2)c(=O)n1Cc1ccco1 (stereo not drawn)
    8.1%	-1.0%	u
CC(=O)C(C(C)=O)c1cc(NS(=O)(=O)c2ccccc2)ccc1NS(=O)(=O)c1ccccc1
    3.0%	-28.9%	-18.6%
Cc1ccc(-n2ncc3c(SCc4cccc(C)c4)ncnc32)cc1
    2.6%	-28.7%	-24.0%
CS(=O)(=O)c1ccc(C(=O)NC2CCOC2=O)cc1 (stereo not drawn)
    7.2%	19.5%	1.1%
O=C(CCN1C(=O)[C@@H]2Cc3ccccc3CN2C1=O)Nc1cccc(F)c1
    0.4%	4.8%	-22.4%
CC(C)N(Cc1ccccc1)C(=S)Nc1ccccc1F
    1.2%	u	-3.5%
CNC[C@@H]1Oc2c(NC(=O)Nc3ccccc3)cccc2C(=O)N([C@@H](C)CO)C[C@H]1C
    -4.9%	-12.2%	-2.9%

Rewritten as a markdown table: part of the list above
| structure | TDP1 block | DT40 TDP1 no CPT | DT40 TDP1 CPT |
| --- | --- | --- | --- |
| CCC(OC(=O)C(C)N1C(=O)C(=O)c2ccccc21)C(=O)Nc1ccccc1OC (stereo not drawn) | 1.8% | 5.8µM* | 4.61µM* |
| O=C(OCC(=O)N1CCOCC1)c1ccccc1Br | 4.9% | 1.0% | 15.3% |

Returning to the listing; the 2 compounds before the break are reprinted first.
Order of values: TDP1 block	DT40 TDP1 no CPT	DT40 TDP1 CPT
CC(C)N(Cc1ccccc1)C(=S)Nc1ccccc1F
    1.2%	u	-3.5%
CNC[C@@H]1Oc2c(NC(=O)Nc3ccccc3)cccc2C(=O)N([C@@H](C)CO)C[C@H]1C
    -4.9%	-12.2%	-2.9%
CCCCNC(=O)OC1CC2CC1[C@H]1CCCCN1C2=O (stereo partly drawn)
    x	-20.1%	3.6%
COc1ccc(-c2cc(C(=O)Nc3c(C(=O)c4ccc(C)cc4)oc4ccccc34)no2)cc1
    3.6%	5.8%	-4.2%
O=C(CSc1ccc([N+](=O)[O-])cn1)Nc1nccs1
    2.8%	2.2%	-13.9%
COc1ccccc1C(=O)C1CCCN(C(=O)c2ccc(Cl)cc2)C1 (stereo not drawn)
    x	16.4µM*	u
O=S(=O)(c1ccccc1)c1nc(NCc2cccnc2)sc1Cl
    3.6%	-23.4%	-3.7%
Cc1ccc(-n2c(Cc3cccn3C)nnc2SCC(=O)Nc2cc(C)on2)cc1
    6.9%	-18.2%	-17.7%
CCCC(NCC(=O)Nc1ccccc1C(=O)NC1CC1)c1ccccc1 (stereo not drawn)
    0.3%	u	u
COc1ccc(-n2c(Cc3cccn3C)nnc2SCC(=O)Nc2cccc(Cl)c2)cc1
    8.7%	u	u
CCOC(=O)[C@@H]1[C@H]2COc3ccc(Br)cc3[C@@H]2N2C(=O)N(c3ccc(F)cc3)C(=O)[C@@]12C
    0.5%	u	u
O=C1CN(C(=O)CSc2nc3ccccc3c(=O)n2CC2CCCO2)c2ccccc2N1 (stereo not drawn)
    8.6%	-7.1%	-1.9%
CC(C)/C=N/NC(=O)c1ccc(Cl)cc1
    -5.3%	u	u
O=C(NCCN1C(=O)C2C3C=CC(C3)C2C1=O)Nc1cccnc1 (stereo not drawn)
    3.9%	-6.9%	26.0%
CCN(C(=O)Nc1cn(CC(C)C)c(=O)c2ccccc12)c1cc(C)ccc1C
    3.2%	9.2µM*	9.2µM*
Cc1ccc(C(=O)OCC(=O)N2CC(C)CC(C)C2)cc1S(=O)(=O)N1CCOCC1 (stereo not drawn)
    -0.6%	-26.6%	-15.5%
C#CCOc1ccc(Cl)cc1/C=N/O
    -4.1%	-8.5%	-4.9%
Cc1[nH]n(-c2ccccc2)c(=O)c1/C=N/N(C)c1ccccc1
    10.3%	u	u
Cc1ccc(Cn2nnc3c(=O)[nH]c(C4CCN(S(=O)(=O)c5ccccc5F)CC4)nc32)cc1
    12.7%	-0.3%	-3.7%
Cc1ccc(NC(=O)c2ccccc2NC(=O)Cc2ccccc2)cc1
    0.0%	u	u
CCCNC(=O)C1(C)CCCN(C(=O)Cc2ccc(OC)cc2)C1 (stereo not drawn)
    x	-3.5%	13.6%
CCCCOc1ccc(NC(=O)CN2CCN(Cc3ccccc3)CC2)cc1
    4.0%	u	u
O=C(COC(=O)c1n[nH]c(=O)c2ccccc12)Nc1cccc(S(=O)(=O)N2CCOCC2)c1
    x	-1.5%	-10.1%
CC(=O)Nc1ccc(C)cc1-c1nc2ccccc2n(Cc2cccc(Br)c2)c1=O
    11.4%	-11.4%	-17.8%
Cc1ccc(-c2cnco2)cc1
    2.9%	-5.7%	3.3%
c1ccc2c(-c3ccncc3)c[nH]c2c1
    10.0%	-27.3%	-2.6%
COc1ccc(-c2cc(C)no2)cc1S(=O)(=O)NCCc1ccco1
    2.8%	11.9%	-24.3%
COc1cccc(CNc2nc(SC)ncc2CO)c1
    2.6%	u	u
COc1cccc(-n2c(SCc3c(C)noc3C)nnc2-c2cccc(S(=O)(=O)N(C)C)c2)c1
    2.0%	u	-15.1%
Cc1ccc(CNC(=O)C2CCCN2C(=O)Nc2ccc(F)cc2)cc1 (stereo not drawn)
    -0.4%	17.7%	-6.6%
COc1ccccc1N1CCN(C(=O)c2cc3ccc4ccc(C)[nH]c4c3n2)CC1
    6.3%	20.6µM*	u
CCOC(=O)c1c(NC(=O)CCS(=O)(=O)c2ccccc2)sc2c1CCN(C(C)C)C2
    3.7%	4.11µM*	4.11µM*
COc1cccc(C(=O)/C=C/c2ccc(SC)cc2)c1
    -2.0%	u	u
Cc1cc(-n2cnc(-c3cn[nH]c3C)n2)no1
    6.8%	2.0%	-10.5%
CC(=O)Oc1ccc2nc(/C=C/c3ccccc3)oc(=O)c2c1
    x	-2.1%	3.1%
CC1(c2nnnn2-c2ccc3c(c2)OCCO3)CCC(=O)N1CCOc1ccccc1 (stereo not drawn)
    x	-30.0%	5.6%
Cc1ccc(-n2nc(C(=O)O)c3ccccc3c2=O)cc1C
    1.0%	u	u
COc1cccc(-c2cc3nc(C)cc(N4CCN(C(=O)c5ccoc5)CC4)n3n2)c1
    x	20.6µM*	u
CC(C)(C)CC(C)(C)N=C1Nc2cc(Cl)c(Cl)cc2NC12C[C@H]1CCC(=O)N3CC[C@@H](C2)[C@@H]13 (stereo partly drawn)
    x	u	u
Cc1nc(CC(=O)c2ccc(O)c(C)c2O)cs1
    4.8%	2.5%	-5.4%
O=C(c1ccccc1)C(CN1CCCCC1)c1ccccc1 (stereo not drawn)
    x	2.06µM*	1.84µM*
CCCCCCCCCCCC(=O)OC[C@@H](O)C1OC[C@H](O)[C@H]1O (stereo partly drawn)
    x	-15.4%	7.0%
Cc1ccc(C(=O)N2CCC(C(=O)Nc3cccc([N+](=O)[O-])c3)CC2)cc1
    4.2%[56.1 µM]	-13.0%	-13.9%
CCc1ccc(N(C(=O)c2ccco2)C(C(=O)NC2CCCC2)c2ccco2)cc1 (stereo not drawn)
    x	16.4µM*	u
O=C(NCc1ccc2c(c1)CCN2C(=O)c1ccncc1)c1ccccc1Cl
    -0.5%	u	-26.2%
CC(C)c1ccc(C(O)Cc2nc3ccccc3n2C)cc1 (stereo not drawn)
    x	u	1.9%
CC(C)(C)N(Cc1ccccc1)C(=O)COC(=O)/C=C/c1ccc2c(c1)OCO2
    0.4%	-12.5%	-20.7%

Overlap with the part before: 4 entries, then new ones.
Order of values: TDP1 block	DT40 TDP1 no CPT	DT40 TDP1 CPT
CCc1ccc(N(C(=O)c2ccco2)C(C(=O)NC2CCCC2)c2ccco2)cc1 (stereo not drawn)
    x	16.4µM*	u
O=C(NCc1ccc2c(c1)CCN2C(=O)c1ccncc1)c1ccccc1Cl
    -0.5%	u	-26.2%
CC(C)c1ccc(C(O)Cc2nc3ccccc3n2C)cc1 (stereo not drawn)
    x	u	1.9%
CC(C)(C)N(Cc1ccccc1)C(=O)COC(=O)/C=C/c1ccc2c(c1)OCO2
    0.4%	-12.5%	-20.7%
C/C(=N\NC(=O)c1ccccc1)c1ccc(C)c([N+](=O)[O-])c1
    2.6%	u	u
COc1ccc(CC(=O)Nc2cccc(C(C)=O)c2)cc1S(=O)(=O)N1CCOCC1
    0.3%	4.0%	-1.6%
CCNc1ccccc1CP(=O)(c1ccccc1)c1ccccc1O (stereo not drawn)
    x	2.59µM*	u
CCOc1ccc(C(C)C)cc1S(=O)(=O)n1nc(C)cc1C
    0.0%	13µM*	16.4µM*
CC1(C)OC2COC(c3[nH]nc4c(=O)[nH]c(=O)[nH]c34)C2O1 (stereo not drawn)
    x	-7.8%	9.8%
CCn1nc(C(=O)Nc2ccc(C)c(C)c2)c(Cl)c1Cl
    1.0%	-21.2%	-16.2%
CC(CCc1ccccc1)NC(=O)CCNC(=O)c1ccccc1Cl (stereo not drawn)
    0.1%	-25.1%	-1.2%
CCC(C)NC(=O)C1CC(c2ccc(OC)cc2)=NO1 (stereo not drawn)
    4.8%	-15.2%	-2.8%
N#Cc1c(-c2ccccc2)cc(-c2ccccc2)nc1SCC(=O)Nc1ccc(Cl)cc1
    x	-19.6%	-2.1%
O=C(CN1C(=O)NC2(CCCCCCC2)C1=O)Nc1c(Cl)cccc1Cl
    0.8%	-21.0%	-1.2%
CCc1ccc(NC(=O)N2c3ccccc3Sc3ccccc32)cc1
    x	u	u
Cc1cccc(N2C(=O)C(O)=C(C(=O)c3cccs3)C2c2ccc(F)cc2)n1 (stereo not drawn)
    -1.2%	9.2%	-20.4%
CC1CC2c3cccc(C(=O)O)c3C(=O)N2c2ccc(Cl)cc21 (stereo not drawn)
    2.7%	-0.5%	-5.4%
COc1ccc2oc(C(=O)OCC(=O)Nc3ccc(C)c(S(=O)(=O)N4CCOCC4)c3)c(C)c2c1
    x	-2.9%	1.5%
Cc1nnc(NC(=O)CSc2nc(N)c(NC(=O)c3cccs3)c(=O)[nH]2)s1
    1.3%	-0.8%	-0.5%
CCc1ccc(C(O)c2ncc(-c3cccc(F)c3)[nH]2)cc1 (stereo not drawn)
    x	u	u
CN(Cc1ccccc1)CC(O)COc1ccc(CNCCOc2cccnc2)cc1 (stereo not drawn)
    0.0%	-11.8%	-11.1%
CCN(CC)C(=O)C1CCCN(c2ccc([N+](=O)[O-])cc2/C=N/NC(=O)c2cccc([N+](=O)[O-])c2)C1 (stereo not drawn)
    4.0%	u	20.6µM*
COCCN(CCOC)CC(O)COC(c1ccccc1)c1ccccc1 (stereo not drawn)
    0.0%	14.6µM*	0.2%
CCC1(O)CCCC2C3CCC4CC(=O)CCC4(C)C3C(=O)CC21C (stereo not drawn)
    x	2.7%	-13.6%
O=C(COc1ccc(S(=O)(=O)N2CCCC2)cc1Cl)NC1CC1
    -3.4%	-9.7%	-34.4%
COCCCn1c(SCC(=O)N2CC(=O)Nc3ccccc32)nnc1-c1ccoc1C
    1.0%	-9.4%	-7.9%
O=C(CNC(=S)N(Cc1ccccc1Cl)C1CCCC1)NCCN1CCOCC1
    5.9%	1.4%	4.2%
COc1cc(NC(=O)c2ccccc2)c(OC)cc1NC(=O)CN1CCOCC1
    0.0%	u	-19.6%
Cc1cc(C)c(NC(=O)C(C)n2nc(-c3ccc(C)c(C)c3)ccc2=O)c(C)c1 (stereo not drawn)
    1.6%	u	u
CCOC(=O)c1c(CN2CCNCC2)nc2ccc(Cl)cc2c1-c1ccccc1
    x	4.61µM*	4.61µM*

Screening data as filed in PubChem BioAssay.
